LYPLA2 inh = LYPLA2 (human) inhibition in PME1 counter-screen. recombinant LYPLA2, FP-Rh probe fluorescence polarization. inhibition, % at 5.9 µM. hit rate 0.38% among 320,000. AID 2177;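 active means inhibition above the screen-wide mean plus 3 SD, limit set per campaign, cut at about 26% in these data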;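 further: 0% = LYPLA2 with DMSO and 100% = wells lacking LYPLA2 enzyme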
PAFAH1B3 inh = PAFAH1B3 (human) inhibition; Q15102; recombinant PAFAH1B3, FP-rhodamine probe, fluorescence polarization; inhibition, % at 3.39 µM; hit rate 0.28% among 340,000; AID 492972;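 active means inhibition above the screen-wide average of all tested compounds plus 3 SD, cut at about 25% in these data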;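 further: 0% = enzyme with DMSO only and 100% = wells lacking PAFAH1B3 protein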
PAD4 FP inh = PAD4 (human) enzyme inhibition. Q9UM07. recombinant PAD4, RCA probe fluorescence polarization. inhibition, % at 6.36 µM. hit rate 0.41% among 330,000;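 active means percent inhibition above a cutoff equal to the mean of all tested compounds plus 3 SD, cut at about 15% in these data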;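 further: 0% = PAD4 with RCA probe and DMSO and 100% = probe without PAD4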
Target sequence (Q9UM07 whole entry, looked up): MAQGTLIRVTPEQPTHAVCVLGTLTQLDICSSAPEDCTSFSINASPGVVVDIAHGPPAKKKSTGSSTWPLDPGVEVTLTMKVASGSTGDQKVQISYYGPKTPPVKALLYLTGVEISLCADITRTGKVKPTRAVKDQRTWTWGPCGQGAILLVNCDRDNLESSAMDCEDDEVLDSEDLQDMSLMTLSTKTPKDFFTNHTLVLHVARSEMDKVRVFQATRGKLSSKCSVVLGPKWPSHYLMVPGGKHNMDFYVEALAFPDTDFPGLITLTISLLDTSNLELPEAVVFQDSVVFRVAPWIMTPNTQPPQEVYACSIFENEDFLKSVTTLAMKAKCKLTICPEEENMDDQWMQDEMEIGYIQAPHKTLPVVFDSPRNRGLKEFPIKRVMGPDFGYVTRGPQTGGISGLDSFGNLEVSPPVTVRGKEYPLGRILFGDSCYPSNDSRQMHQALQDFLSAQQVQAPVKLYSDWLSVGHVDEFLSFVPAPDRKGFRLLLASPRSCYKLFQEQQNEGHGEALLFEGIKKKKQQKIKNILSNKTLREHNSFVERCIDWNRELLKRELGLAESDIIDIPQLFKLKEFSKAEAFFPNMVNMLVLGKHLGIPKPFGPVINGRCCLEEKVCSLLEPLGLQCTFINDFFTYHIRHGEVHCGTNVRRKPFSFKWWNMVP
PAFAH1B2 FP inh = PAFAH1B2 (human) inhibition. recombinant PAFAH1B2, FP-rhodamine activity probe, fluorescence polarization. hit rate 1.2% among 340,000. inhibition, % at 3.39 µM;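 active means inhibition above the mean of all tested compounds plus 3 SD, cut at about 24% in these data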;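 further: 0% = enzyme with DMSO and 100% = wells lacking PAFAH1B2; many of its hits are not listed in these tables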
pPAFAH inh = inhibitors of human plasma PAF acetylhydrolase (pPAFAH); Q13093; recombinant pPAFAH, FP-rhodamine probe fluorescence polarization; inhibition, % at 3.39 µM; hit rate 1.5% among 330,000; AID 463082;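 active means inhibition above the mean inhibition across the screen plus 3 SD, cut at about 25% in these data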;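 further: inhibitors block binding of the rhodamine activity-based probe so polarization drops; 0% = enzyme with DMSO and 100% = wells lacking pPAFAH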
LYPLA1 inh = counter-screen for PME1 inhibitors: inhibitors of human LYPLA1; O75608; recombinant LYPLA1, FP-Rh probe fluorescence polarization; inhibition, % at 5.9 µM; hit rate 0.16% among 320,000; AID 2174;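 active means inhibition above the mean of all tested compounds plus 3 SD, set per campaign, cut at about 14% in these data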;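 further: inhibitors block serine hydrolase probe labeling of LYPLA1 so polarization falls; 0% = enzyme with DMSO and 100% = wells lacking LYPLA1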
PAFAH2 FP inh = inhibitors of human PAFAH2. inhibition, % at 3.39 µM. recombinant PAFAH2, FP-rhodamine activity probe, fluorescence polarization. hit rate 0.99% among 340,000. Q99487. AID 492956;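 active means inhibition above the mean over all tested compounds plus 3 SD, cut at about 30% in these data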;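 further: inhibitors block probe labeling of enzyme so polarization drops; 0% = enzyme with DMSO and 100% = wells lacking PAFAH2 protein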
GSTO1 inh = counter-screen for RBBP9 inhibitors: inhibitors of human GSTO1. P78417. recombinant GSTO1, activity-based probe fluorescence polarization. inhibition, % at 5.96 µM. hit rate 1.1% among 300,000;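 active means inhibition above the campaign mean inhibition plus 3 SD, cut at about 35% in these data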;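 further: 0% = GSTO1-1 with DMSO and 100% = wells lacking GSTO1-1 enzyme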
PREPL inh = inhibitors of human prolyl oligopeptidase-like enzyme PREPL; inhibition, % at 5.96 µM; recombinant PREPL, fluorescence polarization activity-based probe; hit rate 0.68% among 320,000; in the data active means inhibition above about 43%;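 further: 0% = enzyme with DMSO and 100% = wells lacking enzyme; many of its hits are not listed in these tables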
Starred values were filed as active, the others as inactive; . = no result given.

SMILES	LYPLA2 inh	PAFAH1B3 inh	PAD4 FP inh	PAFAH1B2 FP inh	pPAFAH inh	LYPLA1 inh	PAFAH2 FP inh	GSTO1 inh	PREPL inh
COc1cc2c(cc1OC)C(c1cccnc1)CC(=O)N2 (centres undefined)	4.1	-0.9	-2.3	-3.9	-4.8	0.9	-3.9	4.3	-3.0
CCCOC(=O)Nc1ccc(S(=O)(=O)Nn2cnnc2)cc1	0.7	0.2	-5.3	2.6	3.4	-3.3	-3.1	1.4	1.5
O=C(c1cc2c(ccc3ccccc32)o1)N1CCCCC1	-8.7	3.6	1.8	2.4	4.6	-5.5	4.3	-0.1	-0.3
CC(=O)Nc1ccc(S(=O)(=O)NNC(=O)COc2cccc(C)c2)cc1	-1.5	3.0	-0.7	-3.3	-7.5	-1.7	-4.5	5.5	-4.0
Cc1cc(C)c(NC(=O)COc2ccc(-n3cnnn3)cc2)c(C)c1	9.7	2.7	-0.5	-2.4	-2.7	-1.3	-2.1	-0.7	10.5
COCCOC(=O)C1=C(C)N(c2ccccc2)C(=S)NC1c1ccccc1C(F)(F)F (centres undefined)	4.9	13.4	-0.3	-0.9	3.6	-1.4	-1.4	8.9	3.3
Cc1ccc(S(=O)(=O)N2CCN(S(=O)(=O)c3ccccc3Br)C2=O)cc1	.	5.5	3.6	10.7	2.0	.	4.0	.	.
O=c1c2cc(NC(=S)N3CCCC3)ccc2nc2n1CCCCC2	4.0	8.6	-4.2	3.7	-0.2	3.8	3.4	0.3	4.1
COc1ccccc1CN1CCN(C(CC(C)C)c2nnnn2Cc2cccs2)CC1 (centres undefined)	3.1	-1.3	1.1	3.1	3.8	-0.6	3.0	2.7	16.9
CCN(CC)c1nc(Nc2ccccc2)nc(Oc2ccc(=O)n(C)n2)n1	-1.2	14.0	3.6	3.3	1.8	0.1	6.7	4.3	-4.7
N#CCCN1CCN(CCC#N)CC1	-1.4	12.3	-3.0	10.7	8.6	-1.3	10.7	-0.6	0.5
CCOC(=O)c1c(NC(=O)CSc2nnc(C)c(=O)[nH]2)sc2c1CCCC2	4.4	3.2	0.1	67.7*	26.8*	3.0	3.1	-25.6	12.9
Cc1ccc(C(=O)NCc2occc2C(=O)O)o1	1.8	3.2	1.6	5.5	4.7	2.8	-10.5	-0.7	-8.3
Cc1c(C(=O)O)sc(S(=O)(=O)N2CCN(C(=O)Cc3ccc(F)cc3)CC2)c1C(=O)O	-1.6	9.5	-3.0	4.8	0.3	1.9	-4.9	.	0.1
CC(C)Cc1nn2c(=O)cc(O)nc2s1	2.7	-8.3	7.7	4.9	3.5	-2.3	8.1	5.7	13.8
O=S(=O)(c1cccc(C(F)(F)F)c1)N1CCN(CC(O)COCc2ccccc2)CC1 (centres undefined)	.	-0.6	-6.7	-0.1	-4.2	.	-2.1	.	18.0
Cc1cc(C)c(OCC(O)CN2CCN(C(=O)c3ccccc3)CC2)c(C)c1 (centres undefined)	6.5	12.2	-6.2	9.3	6.0	2.9	6.5	4.8	12.3
CCCCOc1ccc2c(c1)C(=O)c1cc(O)ccc1-2	-0.6	16.4	2.3	12.4	11.4	-5.8	11.0	9.5	22.4
Cc1cc[n+](CC(=O)Nc2cccc(C)c2)cc1	-5.6	0.2	-7.6	3.9	5.0	-2.8	6.5	-0.9	-1.7
COc1ccccc1C(=O)NCCC(=O)NNC(=O)c1ccccc1O	1.6	9.6	-6.2	1.1	2.1	0.8	-0.8	7.7	-23.0
CCc1nc2ccc(C(=O)NC3CCC(C)CC3)cc2nc1CC (centres undefined)	5.9	-0.6	-1.8	0.4	2.7	0.4	5.6	5.2	2.9
O=C1CNC(=S)N1Cc1ccccc1	5.3	4.0	-2.2	3.8	3.3	-1.0	1.5	5.0	2.5
O=C(/C=C/c1ccc(Cl)cc1)Nc1cc(S(=O)(=O)N2CCOCC2)ccc1N1CCOCC1	.	2.6	1.5	-0.9	3.0	.	-2.8	.	27.0
O=C(CSc1nnc(SCc2ccccc2)s1)N/N=C/C=C/c1ccco1	8.8	5.0	-3.4	-4.0	44.2*	0.8	23.2	11.6	-6.7
COc1ccccc1CCNCc1ccc(OC)c(OCc2ccccc2)c1	5.2	-3.2	-5.3	1.0	4.6	6.0	-2.2	5.0	-33.4
O=C(Nc1ccccn1)c1cc(-c2cccc(Cl)c2)nc2ccccc12	-14.2	0.9	-3.6	-2.9	-2.2	-6.8	-4.8	-2.6	-6.8
COc1ccc(CCNc2ccc(S(=O)(=O)N3CCCC3)cc2[N+](=O)[O-])cc1	12.4	8.2	-2.0	2.5	11.1	-0.2	3.8	-2.1	9.3
CC(c1ccco1)N(C(=O)c1ccc(Cl)c([N+](=O)[O-])c1)c1ccccn1 (centres undefined)	3.7	2.5	-0.2	6.1	-2.0	-3.3	-7.8	12.5	-1.6

In a second layout: five of the compounds above
SMILES | LYPLA2 inh | PAFAH1B3 inh | PAD4 FP inh | PAFAH1B2 FP inh | pPAFAH inh | LYPLA1 inh | PAFAH2 FP inh | GSTO1 inh | PREPL inh
COc1ccccc1CN1CCN(C(CC(C)C)c2nnnn2Cc2cccs2)CC1 (centres undefined) | 3.1 | -1.3 | 1.1 | 3.1 | 3.8 | -0.6 | 3.0 | 2.7 | 16.9
Cc1c(C(=O)O)sc(S(=O)(=O)N2CCN(C(=O)Cc3ccc(F)cc3)CC2)c1C(=O)O | -1.6 | 9.5 | -3.0 | 4.8 | 0.3 | 1.9 | -4.9 | . | 0.1
COc1ccccc1CCNCc1ccc(OC)c(OCc2ccccc2)c1 | 5.2 | -3.2 | -5.3 | 1.0 | 4.6 | 6.0 | -2.2 | 5.0 | -33.4
O=C(CSc1nnc(SCc2ccccc2)s1)N/N=C/C=C/c1ccco1 | 8.8 | 5.0 | -3.4 | -4.0 | 44.2* | 0.8 | 23.2 | 11.6 | -6.7
O=S(=O)(c1cccc(C(F)(F)F)c1)N1CCN(CC(O)COCc2ccccc2)CC1 (centres undefined) | . | -0.6 | -6.7 | -0.1 | -4.2 | . | -2.1 | . | 18.0

Profiles as entered above.
Shown for COc1ccccc1C(=O)NCCC(=O)NNC(=O)c1ccccc1O : LYPLA2 inh = 1.6; PAFAH1B3 inh = 9.6; PAD4 FP inh = -6.2; PAFAH1B2 FP inh = 1.1; pPAFAH inh = 2.1; LYPLA1 inh = 0.8; PAFAH2 FP inh = -0.8; GSTO1 inh = 7.7; PREPL inh = -23.0
Shown for Cc1ccc(C(=O)NCc2occc2C(=O)O)o1 : LYPLA2 inh = 1.8; PAFAH1B3 inh = 3.2; PAD4 FP inh = 1.6; PAFAH1B2 FP inh = 5.5; pPAFAH inh = 4.7; LYPLA1 inh = 2.8; PAFAH2 FP inh = -10.5; GSTO1 inh = -0.7; PREPL inh = -8.3

This is a subset; the hit share may differ from the screen's.
